# Assay outcomes: PubChem BioAssay, several laboratories
# TWEAK-Fn14 inh – inhibitors of TWEAK-Fn14 signaling, primary screen, luciferase reporter cells, uHTS; TWEAK-stimulated Fn14 reporter cells, luciferase luminescence, 8 h; inhibition, % at 10 µM; actives 2% (n = 360,000); AID 1159606, 2016; in the data active = inhibition above about 50%
# HIF-2a inh – HIF-2a reporter inhibitors, primary screen, luminescence, 786-0 RCC cells; 786-0 RCC cells HIF-2a reporter, luciferase luminescence, overnight; inhibition, % at 18.8 µM; actives 0.72% (n = 360,000);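 active = inhibition of the luminescence signal of 40% or more relative to plate controls, in a single-dose primary screen at 18.75 µM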
# Peg3 prom inh – Peg3 promoter-driven luciferase inhibitors, primary screen, cell-based, HeLa, luciferase luminescence. HeLa PEG-Prom luciferase reporter, overnight. inhibition, % at 20 µM. actives 1.7% (n = 360,000). AID 588405, 2011;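 active = inhibition of at least 50% at 20 µM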
# MITF TRPM1 inh – inhibitors of MITF-dependent TRPM1 promoter reporter, primary screen, cell-based, SK-MEL-5, single point, luciferase. SK-MEL-5 TRPM1 promoter luciferase, 24 h. inhibition, % at 12.5 µM. actives 0.83% (n = 330,000). AID 488899, 2010;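 active = mean inhibition across replicates of 60% or more, whatever share of single replicates reaches that level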; also: values of inactives mirror those of a sister screen read the other way
# NR2E3 ag-1 – inhibitors of NR2E3-RetCOR corepressor binding, primary screen, NR2E3 agonist project, biochemical, TR-FRET, GST-NR2E3, biotin-RetCOR. 1536-well. inhibition of corepressor binding, % at 4.78 µM. actives 0.12% (n = 320,000). AID 2300, 2010;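 active = percent inhibition above the cutoff of mean plus 3 SD of all tested compounds, set per screening campaign, cut at about 20% in these data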;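 also: 0% = DMSO wells and 100% = biotin wells as full block of FRET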
# Target sequence (Q9Y5X4 whole entry, looked up): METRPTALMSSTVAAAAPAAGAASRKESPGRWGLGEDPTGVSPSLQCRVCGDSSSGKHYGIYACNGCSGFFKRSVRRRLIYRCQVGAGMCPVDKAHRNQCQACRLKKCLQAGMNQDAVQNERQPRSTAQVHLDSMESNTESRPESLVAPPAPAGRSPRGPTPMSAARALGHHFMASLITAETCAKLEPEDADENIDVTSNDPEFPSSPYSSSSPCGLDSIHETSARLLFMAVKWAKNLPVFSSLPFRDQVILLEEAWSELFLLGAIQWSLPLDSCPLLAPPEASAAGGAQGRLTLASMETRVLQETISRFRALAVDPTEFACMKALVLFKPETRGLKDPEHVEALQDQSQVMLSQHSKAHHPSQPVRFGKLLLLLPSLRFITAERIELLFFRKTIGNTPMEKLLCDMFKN
#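 System: GST-NR2E3 and biotin-RetCOR proteins; probe or stimulus: 7 nM biotin-RetCOR; doses: compound at 4.8 µM, single dose; schedule: Compound–protein incubation for 5 h at 4 °C; detection: time-resolved FRET; read-out: percent inhibition; controls: biotin wells as high control, 0.6% DMSO wells as low control; format: 1536-well plates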
# Shn3 inh set2 – reduction of Shn3 3'UTR firefly luciferase signal, primary screen, Schnurri-3 inhibitor project, cell-based, Clone20 osteoblasts, set 2. Clone20 osteoblast Shn3 3'UTR firefly luciferase, 24 h. inhibition, % at 12.5 µM. actives 0.52% (n = 360,000);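 active = mean inhibition of at least 75% with every replicate also reaching 75%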;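 also: 0% = median of neutral control wells and 100% = pilot-screen positive control compound; some compounds past the cut are filed as inactive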
# hiPSC survival – enhancers of single-cell hiPSC survival, primary screen, ATPlite luminescence; 100% = ROCK inhibitor wells, 0% = DMSO; survival enhancement, % at 20 µM; actives 0.044% (n = 360,000); AID 602274, 2012; in the data active = survival enhancement above about 18%;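 also: cells exposed to compounds for 16 hours before the ATP read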
# aDG glyco act – activators of alpha-DG glycosylation, primary screen, uHTS, Pro5-aDG cells, AlphaScreen; alpha-DG glycosylation AlphaScreen (IIH6); 0% Pro5, 100% B10-LARGE cell signal; activation, % at 10 µM; actives 0.22% (n = 360,000);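 active = activation of at least 8% versus controls, or a plate z-score of at least 8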;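 also: Pro5 are CHO cells carrying HIG-tagged alpha-DG that lacks glycosylation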
# NR2E3 ag-2 – NR2E3 agonists in two-hybrid cells, primary screen, cell-based, luminescence, CHO-S, Gal4-NCOR/VP16-NR2E3; Photoreceptor-specific nuclear receptor (Homo sapiens), Q9Y5X4; luciferase; inhibition of corepressor binding, % at 3.98 µM; actives 0.35% (n = 360,000); AID 602229, 2012;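 active = inhibition above the mean of all tested compounds plus 3 SD, cut at about 70% in these data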;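 also: 0% = DMSO with NR2E3 transfected cells and 100% = cells lacking NR2E3 construct; higher means lower luciferase signal from less NR2E3 corepressor binding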
# CF NFkB block – inhibitors of PAF-induced NF-kB signaling, primary screen, cell-based, GFP fluorescence, uHTS. inhibition, % at 5 µM. KKLEB NF-kB-GFP reporter, GFP fluorescence overnight. actives 0.86% (n = 360,000);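 active = at least 50% inhibition at 5 µM, scaled per plate between neutral and stimulator controls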;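 also: PAF is a Pseudomonas aeruginosa culture filtrate used as stimulus; plate controls were PAF-stimulated DMSO wells for no effect and unstimulated DMSO wells for full effect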
# KKLEB cytotox – cytotoxicity in KKLEB CF airway cells, primary screen, cytotoxicity control for CF NF-kB inhibitor project, cell-based, uHTS, fluorescence assay plates | KKLEB CF airway cells viability, ATPlite luminescence, overnight; stronger effect = lower value; cells stimulated with P. aeruginosa culture filtrate | activity change (cytotoxicity), % at 5 µM | actives 0.36% (n = 360,000);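 active = corrected activity change at or below -50% at 5 µM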
# The depositor's hits bear a star; . = not tested or not shown. The order is random (roughly 4.4% active in at least one column).
cpd	molecule	TWEAK-Fn14 inh	HIF-2a inh	Peg3 prom inh	MITF TRPM1 inh	NR2E3 ag-1	Shn3 inh set2
1	O=C(N/N=C/c1ccc(OCC2COCCO2)cc1)c1ccc(Br)cc1 (stereo not drawn)	-0.2	14.4	-4.0	-4.5	-3.2	-5.6
2	CC(C)(C)C(=O)Nc1nc2c(c(=O)[nH]1)CCCC2	18.3	14.5	5.8	-6.2	2.2	-6.1
3	CCN(CC)CCN1C(=O)C2C(C(=O)Nc3cccc(SC)c3)C3C=CC2(O3)C1C(=O)NC1CCCC(C)C1C (stereo not drawn)	-13.2	7.2	-16.4	-19.1	2.5	2.6
4	O=C(NCCCn1ccnc1)C1CCCN(S(=O)(=O)c2ccc(F)cc2)C1 (stereo not drawn)	-0.5	3.5	-15.3	7.9	4.6	16.4
5	COc1ccc(Br)cc1CNC(=O)CCC(=O)N1CCSc2ccccc21	-1.0	6.6	24.3	2.2	-0.2	11.6
6	CCOc1ccc(N(CC(=O)Nc2ccc(C)c(Cl)c2)S(C)(=O)=O)cc1	5.8	-116.2	-74.1	-23.4	1.9	-27.7
7	OC[C@@H]1[C@@H](c2ccc(F)cc2)C(c2ccccc2)=NN1c1ccccc1	12.8	4.5	22.3	-14.4	.	-15.0
8	O=C(COC(=O)C1CCCN1C(=O)C12CC3CC(CC(C3)C1)C2)c1ccc(Br)cc1 (stereo not drawn)	-5.9	20.5	20.5	-3.3	0.0	5.8
9	CC1(C(=O)Nc2cnc3ccccc3c2)CCN1C(=O)CC(c1ccccc1)c1ccccc1 (stereo not drawn)	-23.5	-8.5	43.2	.	.	-2.0
10	CSc1cccc(CN2CCCC(CNC(=O)c3ccc(F)cc3)C2)c1 (stereo not drawn)	6.4	2.3	3.4	-0.7	-0.7	1.3
11	COc1cc(C2C=C(C34CC5CC(CC(C5)C3)C4)NC(=S)N2)cc(OC)c1OC (stereo not drawn)	7.8	22.1	30.9	-1.6	0.2	20.7
12	CC1(C)NC(=O)N(CC(O)COc2ccccc2-c2ccccc2)C1=O (stereo not drawn)	4.6	8.2	2.0	10.0	3.2	6.8
13	CCOC(=O)CNC(=O)CSc1nnc(COc2ccc(Cl)cc2)n1CC	20.0	21.7	1.2	0.0	-1.9	16.6
14	COc1cccc(C(Nc2ccccn2)c2oc(CO)cc(=O)c2O)c1 (stereo not drawn)	15.9	8.3	4.7	10.6	-1.1	-7.5
15	COc1ccc(S(=O)(=O)N2CCCCC2)cc1NC(=O)c1ccc(C)cc1	-6.4	0.8	2.1	-5.4	-3.7	-1.2

cpd	hiPSC survival	aDG glyco act	NR2E3 ag-2	CF NFkB block	KKLEB cytotox
1	0.1	-0.1	-32.5	-4.2	9.2
2	-1.8	0.1	33.6	2.7	9.8
3	0.2	0.1	-13.8	9.5	1.3
4	0.5	0.1	-41.1	-3.8	1.4
5	1.0	0.0	-5.2	-10.5	7.2
6	-0.8	0.1	-21.4	-3.3	4.6
7	2.2	0.5	-15.9	4.3	-6.3
8	1.0	-0.3	-7.9	-14.6	-0.9
9	-2.5	0.0	14.6	6.5	-16.7
10	0.4	-0.2	-20.2	9.1	3.3
11	-2.7	0.7	-2.5	-1.2	-4.0
12	-3.7	0.0	11.3	-3.3	2.7
13	-2.8	0.2	-19.0	-1.0	2.2
14	-0.8	0.1	-26.9	17.6	3.5
15	-0.2	0.0	8.9	-13.9	4.1

# In a second layout: two of the compounds above.
no. | smiles | TWEAK-Fn14 inh | HIF-2a inh | Peg3 prom inh | MITF TRPM1 inh | NR2E3 ag-1 | Shn3 inh set2 | hiPSC survival | aDG glyco act | NR2E3 ag-2 | CF NFkB block | KKLEB cytotox
1 | O=C(N/N=C/c1ccc(OCC2COCCO2)cc1)c1ccc(Br)cc1 (stereo not drawn) | -0.2 | 14.4 | -4.0 | -4.5 | -3.2 | -5.6 | 0.1 | -0.1 | -32.5 | -4.2 | 9.2
2 | CC(C)(C)C(=O)Nc1nc2c(c(=O)[nH]1)CCCC2 | 18.3 | 14.5 | 5.8 | -6.2 | 2.2 | -6.1 | -1.8 | 0.1 | 33.6 | 2.7 | 9.8

# Following part.
cpd	molecule	TWEAK-Fn14 inh	HIF-2a inh	Peg3 prom inh	MITF TRPM1 inh	NR2E3 ag-1	Shn3 inh set2
16	CNS(=O)(=O)c1cn(CC(=O)N(C)Cc2ccccc2)cc1S(=O)(=O)NC	-2.3	18.6	5.8	1.8	-2.8	8.8
17	COc1cccc(NC(=O)C2(C)CCN2Cc2ccc(OC)c3ccccc23)c1 (stereo not drawn)	-39.2	-6.7	9.9	.	.	11.8
18	COc1ccc(OC)c(NC(=O)CSc2n[nH]c(-c3cccnc3)n2)c1	5.0	9.9	4.8	.	0.3	-2.1
19	COc1cccc(CC(=O)OCc2csc(CC(=O)Nc3ccccc3C)n2)c1	-5.9	-1.5	10.4	1.1	-1.6	-4.1
20	CCNC(=S)NNC(=O)CSc1nc2ccccc2n1C	-11.5	12.0	1.7	6.4	2.6	14.1
21	O=C(CSc1nc2ccccc2o1)Nc1ccc(N2CCOCC2)c(Cl)c1	47.6	-341.2	-334.1	-14.3	2.6	-23.8
22	COC(=O)CC1(c2cccc3ccccc23)C(=O)c2ccccc2C1=O	10.4	77.5*	12.9	30.3	5.6	-14.7
23	O=[N+]([O-])c1ccc(N2CCN(c3ccccc3Cl)CC2)cn1	4.3	-72.0	-62.8	19.7	0.6	20.7
24	CCOc1ccc(S(=O)(=O)N2CCN(Cc3ccc4c(c3)OCO4)CC2)cc1Cl	4.8	4.3	10.5	-5.3	-1.8	-0.7
25	COC(=O)[C@]1(Cc2ccccc2)N[C@H](CN(C)S(=O)(=O)c2ccc(C)cc2)[C@@H]2C(=O)N(Cc3ccccc3)C(=O)[C@@H]21	29.0	-0.1	-0.2	16.4	.	-2.8
26	N#C/C(=C/c1ccc(-c2ccc(Br)cc2)o1)C(=O)NC1CCCCC1	-34.7	-38.2	-14.6	-1.9	1.1	-2.9
27	Cc1cccn2c(=O)c(C=O)c(NCc3ccccc3)nc12	-29.2	0.6	-11.3	.	1.9	.
28	COc1ccc(NS(=O)(=O)c2cccc(C(=O)NCc3ccccn3)c2)cc1	3.5	5.3	15.9	13.8	1.4	-2.9
29	CCOc1cc2[nH]c(=S)n(CCCC(=O)NCc3ccccn3)c(=O)c2cc1OCC	1.6	14.9	11.3	0.5	-1.3	6.0
30	COc1cc(C(Nc2ccc(S(=O)(=O)N3CCC(C)CC3)cc2)C(=O)NCC2CCCO2)cc(OC)c1OC (stereo not drawn)	-5.8	16.7	15.5	-7.3	0.9	-6.0

cpd	hiPSC survival	aDG glyco act	NR2E3 ag-2	CF NFkB block	KKLEB cytotox
16	-0.4	0.0	-9.7	-16.8	4.2
17	4.1	-0.2	17.9	31.5	-25.4
18	-0.5	0.0	-12.3	6.6	-0.1
19	-0.5	-0.3	-1.9	0.4	7.6
20	-0.2	0.0	-34.8	4.0	-18.9
21	-3.9	0.1	5.5	3.2	-3.5
22	-0.2	0.1	1.8	0.9	-1.2
23	0.3	0.0	-13.8	8.7	-1.2
24	-0.5	0.0	20.0	11.3	1.2
25	2.2	-0.1	-17.1	14.8	-1.0
26	0.3	0.1	-10.7	-35.7	7.7
27	0.0	0.0	-0.8	-32.2	-12.2
28	0.4	0.0	-25.8	6.7	-4.9
29	-0.3	-0.1	-15.4	10.8	4.8
30	-0.5	0.0	24.2	-5.9	0.1

# (list continues)
cpd	molecule	TWEAK-Fn14 inh	HIF-2a inh	Peg3 prom inh	MITF TRPM1 inh	NR2E3 ag-1	Shn3 inh set2
31	Cc1ccn(C(=O)c2ccc(NC(=O)CC(C)C)cc2)n1	-30.7	9.3	2.6	-1.1	-1.9	-18.0
32	COn1c(-c2ccccc2)nc2ccc(Cl)cc21	-1.4	-270.0	-259.6	-32.4	-3.4	-38.9
33	COC(=O)CSc1ccc2nnc(CCNS(=O)(=O)c3ccccc3)n2n1	-0.2	20.5	12.8	2.2	-0.9	5.0
34	O=C(/C=C/c1cccc(F)c1)OCC(=O)N1CCCC1	3.0	-26.4	0.5	-19.8	.	-21.5
35	O=C(Nc1ccc(S(=O)(=O)NCc2ccco2)cc1)c1ccc2ccccc2n1	37.1	-70.7	-12.4	2.9	0.1	54.0
36	O=C(O)CCC(=O)N1N=C(c2ccc(Br)cc2)CC1c1ccc(Br)cc1 (stereo not drawn)	3.4	11.8	4.2	1.5	-0.1	5.4
37	CC(=O)c1c(C)n(C)c2ccc(OC(=O)c3ccc([N+](=O)[O-])cc3)cc12	-1.5	17.8	-7.5	-1.9	-2.4	4.1
38	N#Cc1ccc(OCc2nnc(SCC(=O)N3CCCc4ccccc43)n2-c2ccccc2)cc1	-13.3	12.2	25.9	-21.3	2.0	1.7
39	Cn1c(=O)c2[nH]c(CCCc3nc4ccccc4[nH]3)nc2n(C)c1=O	15.8	8.0	1.0	-7.7	.	6.7
40	COC(=O)c1cc(C(=O)OCC(=O)Nc2ccc(N3CCOCC3)cc2)cc([N+](=O)[O-])c1	-10.4	7.4	-4.6	11.7	.	1.3
41	COc1ccc(C2(C(=O)Nc3cc(C)on3)CCOCC2)cc1	5.6	13.8	0.0	-15.2	-0.3	3.8
42	CCOC(=O)c1cc2c(=O)n3ccccc3nc2n(CCOC)c1=NC(=O)c1ccncc1	2.8	6.6	7.5	-3.2	1.2	-21.2
43	Cc1nc(NCCc2ccc(F)cc2)c2nnn(Cc3ccccc3)c2n1	-12.2	12.9	1.5	4.1	3.5	18.0
44	Cc1ccc(CCNC(=O)C2CCN(S(=O)(=O)c3ccc4nc5c(c(C(=O)O)c4c3)CCCC5)CC2)cc1	2.0	12.7	2.2	-3.3	0.3	13.1

cpd	hiPSC survival	aDG glyco act	NR2E3 ag-2	CF NFkB block	KKLEB cytotox
31	-2.5	-0.1	15.9	12.0	-9.2
32	-1.6	-0.2	-22.7	-5.0	7.6
33	-1.0	-0.1	14.9	10.6	-2.5
34	-0.7	0.3	10.4	-5.1	15.5
35	4.6	1.3	-30.4	-19.8	23.6
36	-0.6	-0.1	11.8	7.6	-6.8
37	-0.1	0.8	4.7	13.5	1.2
38	-1.7	0.4	-0.9	-0.2	-4.8
39	0.0	0.1	16.5	11.9	-10.3
40	1.6	0.1	-2.1	2.9	-6.1
41	0.0	0.0	0.1	6.1	2.7
42	-2.9	0.0	3.7	1.8	1.5
43	-0.5	0.1	-34.8	15.4	8.6
44	0.7	0.0	9.8	-0.2	-1.7
